HTT aggregate: reduces HttQ103-GFP aggregates in PC12 cells. PC12 HttQ103-GFP aggregates, Acumen cytometry, 40 h. Potency, µM (series often up to 46.1 µM), for inactives: top-dose activity change, negative = inhibition, hits mostly inhibitors. 220,000 compounds, 1.1% hits. AID 1688; note: potency is the fitted concentration of half-maximal effect; % is set by controls: 0 for no effect and ±100 for the full control effect; nearly all actives have a fitted effect of over 60% in size
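Read-out: GFP aggregate count by laser scanning cytometer (488 nm excitation, 500-530 nm emission, 1–25 µm objects >6 SD above background). Cells: PC12, inducible HTTex1-Q103-GFP, 100 nM tebufenozide; compounds titrated.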
Epigenetic reg: epigenetic control regulation, reporter derepression | Potency, µM (titrated, usually from 53.9 µM), without a hit: at the highest dose GFP activation, hits mostly activators | 280,000 compounds, 0.2% hits | AID 1865 | murine LDR cells, GFP reporter derepression, 30 h; note: potency is the fitted concentration of half-maximal effect; % of control where 0% means no effect; nearly all actives have a fitted effect of over 60% in size
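Reporter derepression read as number of fluorescent GFP-positive objects, 20-120 um in size, counted by laser-scanning cytometer. Mouse LDR line with an epigenetically silenced CMV-GFP locus; compound incubation 30 h, 37 C.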
CBFb-RUNX1 inh: CBF-beta/RUNX1 interaction disruption; AlphaScreen CBFb-His/RUNX1-biotin binding, biochemical; Potency, µM (top dose mostly 59.8 µM), for inactives: at the highest dose activity, negative = inhibition, actives largely listed as inhibitors; 230,000 tested, under 10 active; AID 1477; note: % of control where 0% means no effect
Target sequence (Q01196 whole entry, looked up): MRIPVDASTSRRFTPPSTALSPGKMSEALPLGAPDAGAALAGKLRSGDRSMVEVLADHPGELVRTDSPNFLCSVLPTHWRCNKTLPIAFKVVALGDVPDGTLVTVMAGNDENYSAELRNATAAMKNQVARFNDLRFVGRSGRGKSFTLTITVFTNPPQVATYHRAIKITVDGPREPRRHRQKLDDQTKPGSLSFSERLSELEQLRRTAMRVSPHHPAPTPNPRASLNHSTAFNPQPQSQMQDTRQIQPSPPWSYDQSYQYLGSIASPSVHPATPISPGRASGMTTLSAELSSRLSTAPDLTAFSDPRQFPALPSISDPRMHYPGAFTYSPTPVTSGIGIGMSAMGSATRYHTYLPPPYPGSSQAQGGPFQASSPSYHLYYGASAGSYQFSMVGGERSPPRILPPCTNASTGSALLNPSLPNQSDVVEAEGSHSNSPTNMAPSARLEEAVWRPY
Target sequence (Q13951 whole entry, looked up): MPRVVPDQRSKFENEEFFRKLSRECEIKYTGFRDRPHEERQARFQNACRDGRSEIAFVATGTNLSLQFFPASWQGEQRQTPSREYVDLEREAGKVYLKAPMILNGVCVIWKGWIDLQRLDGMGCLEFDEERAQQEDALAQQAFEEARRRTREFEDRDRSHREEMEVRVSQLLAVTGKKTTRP
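CBF-beta (His) and RUNX1 (biotin), 30 nM each; 20 min preassociation; + compound, 15 min; + beads 50 ng each (Ni, streptavidin), 90 min; RT; AlphaScreen read.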
NPSR antagonist: blocks cAMP signaling of the human neuropeptide S receptor; Q6W5P4; CHO-NPSR cells, cAMP TR-FRET, antagonist mode; 220,000 compounds, 1% hits; Potency, µM (top dose mostly 38.3 µM), for inactives: at the top dose activity change, negative = inhibition, usual class: inhibitors; note: potency is the fitted concentration of half-maximal effect; % is set by controls: 0 for no effect and ±100 for the full control effect; nearly all actives have a fitted effect of over 50% in size; many of its hits are not listed in these tables
Target sequence (Q6W5P4 whole entry, looked up): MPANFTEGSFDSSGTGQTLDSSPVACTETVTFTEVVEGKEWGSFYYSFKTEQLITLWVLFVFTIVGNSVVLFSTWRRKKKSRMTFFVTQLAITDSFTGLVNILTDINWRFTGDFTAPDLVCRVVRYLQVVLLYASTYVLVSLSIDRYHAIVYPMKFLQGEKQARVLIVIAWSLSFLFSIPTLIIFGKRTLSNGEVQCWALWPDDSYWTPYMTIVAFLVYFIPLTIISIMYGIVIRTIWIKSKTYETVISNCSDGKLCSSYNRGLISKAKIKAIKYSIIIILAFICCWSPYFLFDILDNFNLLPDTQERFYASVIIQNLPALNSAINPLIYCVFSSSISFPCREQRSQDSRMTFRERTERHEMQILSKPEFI
Luc counter: blocks Kinase-Glo luciferase, a counter-screen artifact. Q27757. Potency, µM (doses to about 38.3 µM), for the others: at the highest dose activity change, negative = inhibition, actives largely listed as inhibitors. 200,000 compounds, 0.28% hits. Kinase-Glo luciferase, ATP luminescence, 8 min; note: potency is the fitted concentration of half-maximal effect; % is set by controls: 0 for no effect and ±100 for the full control effect; nearly all actives have a fitted effect of over 60% in size
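Luminescence was the read-out, taken after 8-minute incubation at ambient temperature. Luciferase turned over luciferin with 10 uM ATP in imidazole pH 7.2 buffer containing KCl, MgCl2, Tween 20 and BSA.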
Lamin A splicing: modulators of lamin A splicing; Potency, µM (top dose mostly 46.1 µM), for inactives: at the highest dose ratio change, negative = inhibition, actives largely listed as inhibitors; HeLa LMNA splicing GFP/RFP minigene ratio, 48 h; 200,000 compounds, 0.01% hits; active = well fitted inhibition curve with a large enough effect in the signal ratio, with a control signal flat, not every such curve was filed as active; inconclusive = small, poorly fitted or top-dose-only effect, or effect the other way, or a change in a side signal; the % refers to the signal ratio; note: potency is the fitted concentration of half-maximal effect; % is set by controls: 0 for no effect and ±100 for the full control effect
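S3 HeLa stable clones carrying a lamin A-EGFP splicing minigene plus DsRed2 were seeded at 600 cells/well in Opti-MEM with 2% FBS, pin-dosed and incubated 48 h at 37°C. Acumen cytometry (488 nm) gave the GFP/RFP total-intensity ratio.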
IMPase Li cell: IMPase inhibition in cells with lithium potentiation; CHO-M1 cells, IP1 TR-FRET (IP-One), carbachol + lithium; Potency, µM (doses to about 59.4 µM), inactives show at the highest dose activity, negative = IMPase inhibition, most hits filed as inhibitors; 210,000 compounds, 0.35% hits;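 note: IP1 builds up when IMPase is blocked and the TR-FRET signal falls; potency is the fitted concentration of half-maximal effect; plate controls were basal vehicle for no effect and high inhibitor control for full effect; nearly all actives have a fitted effect of over 50% in size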
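CHO-M1, 2000 cells/well, 16–30 h culture; cpd + low Li+, 30 min 37C; lysis with d2-IP1/Eu-anti-IP1 Ab, 10 min RT; TR-FRET 665/620 ratio and 620 channel; AC50 via Hill.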
* marks the source's active call; other numbers are inactive results; ? = inconclusive; . = no result given; & = joins results of further samples; [ ] = dose if it differs, or a comment. Unless noted, calls come from the whole dose curve; as a rule, active = well fitted curve in the direction sought with a large enough effect; inconclusive = small, poorly fitted or top-dose-only effect, or another doubt; inactive = no such curve, though single readings can be large; an effect the other way counts as inactive or inconclusive. Only part of the results is shown (hit frequency here may not be typical).

Structure | HTT aggregate | Epigenetic reg | CBFb-RUNX1 inh | NPSR antagonist | Luc counter | Lamin A splicing | IMPase Li cell
COc1ccc(C(c2c(O)c3ccccc3oc2=O)c2c(C)n(C)n(-c3ccccc3)c2=O)cc1 (centres undefined) | 11% | -0.9%&-1.0% | -2% | -9% | 1% | -13% | 7%
C[C@@H]1O[C@@H](O[C@H]2C[C@@H](O)[C@]3(CO)[C@H]4[C@H](O)C[C@]5(C)[C@@H]([C@@H]6COC(=O)C6)CC[C@]5(O)[C@@H]4CC[C@]3(O)C2)[C@H](O)[C@H](O)[C@H]1O | . | 0.0% | 17% | 0%[46.1 µM] | 0% | ? | 4%
Clc1ccc(COC(Cn2ccnc2)c2ccc(Cl)cc2Cl)cc1 (centres undefined) | ? | 3.0%&0.0% | ? | ? | -1%&-5% | ? | 21%&36%&7%
COC(=O)c1ccc(CN2CCN(Cc3ccccc3)CC2)cc1 | 2% | 1.6% | 4% | -18%[46.1 µM] | 0% | 6% | 18%[38.3 µM]
CC(=O)c1cn(Cc2ccc(C#N)cc2)c2ccccc12 | 2%[9.22 µM] | 1.7% | 6% | -13% | 1% | 21%[46 µM] | 16%
CCOP(=O)(OCC)C(NC(=O)c1cccc([N+](=O)[O-])c1)C(Cl)(Cl)Cl (centres undefined) | -7%[9.22 µM] | 0.0% | 5% | 4% | . | . | .
CCCCn1c(O)c(C(C)=NCc2ccco2)c(=O)[nH]c1=O | 37%[9.22 µM] | 0.0% | 12% | -5% | . | . | .
O=C(c1ccc(Cl)cc1)C1CCCN(Cc2cccc3cccnc23)C1 (centres undefined) | 5%[9.22 µM] | -1.1% | 1% | 52% | 5% | . | 26%
O=C1NCCN2CCCC12 (centres undefined) | 3% | -2.6% | 3% | 5%[7.67 µM] | -1% | 3% | -15%[38.3 µM]
Nn1c(CSc2nc3ccccc3o2)nnc1CSc1nc2ccccc2o1 | -5% | 0.0% | 2% | -29%[46.1 µM] | -1% | 0% | 30%[activator][38.3 µM]
CN(C)c1ccc(CN2CC=C(c3ccc(F)cc3)CC2)cc1 | -1% | 1.7% | -17% | -10%[46.1 µM] | -5% | -2% | 12%[38.3 µM]
CCC1(c2ccccc2)C(=O)N(C)C(=O)N(C)C1=O | -6% | -0.7% | 3% | -13%[46.1 µM] | 5% | 1% | -1%[38.3 µM]
CCCCCP(=O)(O)c1ccccc1 | 18% | 2.5% | 2% | 0%[46.1 µM] | -3% | -1% | 2%[38.3 µM]
COc1ccc(OC)c(NC2=NCCS2)c1 | -11% | 1.1% | -2% | 8% | -2% | 8%[46 µM] | 4%
O=C(O)CCn1cc(C=C2C(=O)NC(=O)NC2=O)c(-c2cc3ccccc3oc2=O)n1 | . | 0.0% | -3% | 0% | -1% | ? | 2%
CN(C)[C@@H]1C(=O)C(C(N)=O)=C(O)[C@]2(O)C(=O)C3=C(O)c4c(O)ccc(Cl)c4[C@](C)(O)[C@H]3C[C@@H]12 | -14%[20.6 µM] | 2.4%[16.9 µM] | ? | . | 0%[17.1 µM] | ? | -3%
O=C1/C(=C\c2cc3c(cc2Br)OCO3)N2CCC1CC2 | ? | -2.9% | -3% | 6% | 1% | -6% | 18%
CCOc1ccccc1NC(=O)N1CCC2(CC1)OCCO2 | 11% | -0.1% | 10% | 14% | 5% | -16% | -2%
O=c1[nH]cc(F)c(=O)[nH]1 | ? | -1.7%&-1.2%&0.7%&3.5% | -3% | -11% | -1% | ? | -6%&10%&-25%&3%&-12%
COC1=CC(=O)OC(/C=C/c2ccccc2)C1 (centres undefined) | 3% | -1.0%&0.8% | 5%&6% | 3% | -1% | -3% | 1%&0%
CCC12C=CCN3CCC4(c5ccc(OC)cc5N(C)C4[C@@](O)(C(=O)OC)C1OC(C)=O)C32 (some centres undefined) | . | 1.5% | . | . | 0% | -6% | 1%
COc1ccc(OC)c(N=Cc2c(O)n(Cc3ccccc3)c(=S)[nH]c2=O)c1 | 4%[9.22 µM] | ? | -5% | ? | . | . | .
O=[N+]([O-])c1ccc(NCCO)c2ncccc12 | -14% | -1.0% | -5% | -13% | -1% | -14% | 9%
COc1ccc(OC)c([C@H](O)[C@H](C)N)c1 | . | -0.3%[16.9 µM] | 15%[21.7 µM] | . | 1%[17.1 µM] | -13% | 0%
CN(C)C(=O)Oc1ccc(OCc2n(C)c3ccccc3[n+]2C)cc1 | 15% | 0.4% | 14% | 12% | 4% | ? | 11%
O=C(NC1CC1)C1CSC(c2cccnc2)=N1 (centres undefined) | -1% | -1.1% | 4% | -3%[46.1 µM] | -3% | 7% | -16%[38.3 µM]
CC(C)[C@H](CN(N=O)[C@@H](Cc1ccccc1)CN(C)N=O)N(CCc1ccccc1)N=O | 1%[9.22 µM] | -0.7% | 0% | ? | . | . | 7%
Cc1cccc(-n2c(O)c(/C=N/N3CCOCC3)c(=O)[nH]c2=S)c1 | 8% | 1.1% | -3% | -5%[46.1 µM] | 1% | -1% | 0%
COc1ccc2cc1Oc1ccc(cc1)C[C@H]1c3cc(c(OC)cc3CCN1C)Oc1c(OC)c(OC)cc3c1[C@@H](C2)N(C)CC3 | . | -0.3%[16.9 µM] | -5%[21.7 µM] | . | -4%[7.66 µM] | -13% | 29%&4%
CC1=NCCc2c1[nH]c1cc(O)ccc21 | . | -0.9% | ? | . | 0% | ? | ?
Cc1ccc2c(c1)C1CN(C)CCC1N2C(=O)c1cn(-c2ccccc2)nc1-c1ccccc1 (centres undefined) | ? | 1.5% | -4% | -27% | -2% | . | 11%
COc1cc(OC)cc(-n2nc(C(=O)N3CCC4(CC3)OCCO4)c3ccccc3c2=O)c1 | -7% | 1.2% | -1% | -6%[46.1 µM] | 3% | 1% | 13%[38.3 µM]
O=c1c2ccccc2nc(-c2ccccc2)n1-c1cccc(O)c1 | 0%[9.22 µM] | -2.8% | -2% | 14% | -2% | . | 7%
C=CCn1c(O)c(/C(C)=N/N2CCN(C)CC2)c(=O)[nH]c1=O | 11%[9.22 µM] | 0.0% | 16% | 10% | . | . | .
CCCCn1c(O)c(C(=O)/C=C/c2c[nH]c3ccccc23)c(=O)[nH]c1=O | -24%[9.22 µM] | ? | 8% | ? | . | . | .
Cc1ccc(NP(=O)(Oc2ccccc2F)Oc2ccccc2F)cc1 | -1% | -1.1% | -1% | -26%[46.1 µM] | 1% | ? | 11%[38.3 µM]
CC(C)Oc1ccc(C2(C#N)CC[N+](C)(C)CC2)cc1 | 15% | 2.8% | -5% | 26% | -3% | -7% | 8%
Cc1cccc(OCCn2cccc2/C=C2/C(=O)NC(=O)N(Cc3ccco3)C2=O)c1 | -8%[9.22 µM] | 4.0% | . | 13% | . | . | .
O=c1[nH]c(=O)n(Cc2ccccc2)c(O)c1C=NCCCO | -1% | -0.9% | 2% | -1%[46.1 µM] | 2% | 1% | 25%[38.3 µM]
Cc1cccc(CNCCc2ccccc2)n1 | 21% | 0.0% | -5% | 15% | 0% | 0% | 3%
O=C(NCCN1CCOCC1)c1ccc(Cl)nc1Cl | 18%[9.22 µM] | -0.8%[10.1 µM] | -3% | 13% | 0% | 14%[46 µM] | 3%
CC[C@@H](CO)NC(=O)[C@H]1C=C2c3cccc4[nH]cc(c34)C[C@H]2N(C)C1 | . | -2.5% | -18%[21.7 µM] | . | 0% | . | 12%
COc1ccc(C2CC(c3c(O)n(CCc4ccccc4)c(=O)[nH]c3=O)=NN2)cc1OC (centres undefined) | -3%[9.22 µM] | 4.5% | -9% | -8% | . | . | .
Cn1c(C(=O)O)c(CC(=O)N2CCN(Cc3ccccc3)CC2)c2ccccc21 | -2% | 0.7% | 2% | -16%[46.1 µM] | 15% | 1% | 1%[38.3 µM]
O=C(Nc1cccnc1)c1c(O)c2c(n(Cc3ccccc3)c1=O)CCCC2 | ? | -2.2% | 0% | -17%[46.1 µM] | . | ? | .
CCC(=O)OC1(c2ccccc2)CCN(C)CC1C (centres undefined) | -2%[9.22 µM] | 5.8% | 14% | -16% | 0% | ? | 8%
O=C1NC(=O)N(c2ccc3c(c2)OCO3)C(=O)/C1=C\c1ccc(N2CCCCC2)o1 | -14% | 3.1% | -10% | -23% | -3% | -5% | 27%
O=C(CN1CCCCC1)c1ccc(F)cc1 | -19%[9.22 µM] | 4.5% | 6% | 21% | . | . | .
Cc1ccccc1N1C(=O)CC(=O)NC1=O | -6% | 1.0% | -2% | 0%[46.1 µM] | 1% | -3% | 3%[38.3 µM]
CCn1cc(C(=O)N2CCCCC2)c2ccccc21 | 0% | -2.2% | 2% | 5% | 4% | . | 5%
NC(=O)C1=CN(C2OC(COP(=O)(O)OP(=O)(O)OC[C@H]3O[C@@H](n4cnc5c(N)ncnc54)[C@H](OP(=O)(O)O)[C@H]3O)C(O)C2O)C=CC1 (some centres undefined) | . | 2.2% | 12% | 9%[46.1 µM] | -14% | ? | 6%
COC(=O)C1C(OC(=O)c2ccccc2)CC2CCC1N2C (centres undefined) | -1% | 1.6%&1.5% | 6%&8% | -8% | 1%[39.9 µM] | -4% | 18%&-1%
CC(C)(O)c1[se]c2ccccc2c1I | . | 3.1% | 3%[89.1 µM] | . | 0%[39.9 µM] | . | -12%

Arranged by heavy-atom count (highest first): four of the compounds above
Structure | HTT aggregate | Epigenetic reg | CBFb-RUNX1 inh | NPSR antagonist | Luc counter | Lamin A splicing | IMPase Li cell
COc1cc(OC)cc(-n2nc(C(=O)N3CCC4(CC3)OCCO4)c3ccccc3c2=O)c1 | -7% | 1.2% | -1% | -6%[46.1 µM] | 3% | 1% | 13%[38.3 µM]
O=C(Nc1cccnc1)c1c(O)c2c(n(Cc3ccccc3)c1=O)CCCC2 | ? | -2.2% | 0% | -17%[46.1 µM] | . | ? | .
C=CCn1c(O)c(/C(C)=N/N2CCN(C)CC2)c(=O)[nH]c1=O | 11%[9.22 µM] | 0.0% | 16% | 10% | . | . | .
CCC(=O)OC1(c2ccccc2)CCN(C)CC1C (centres undefined) | -2%[9.22 µM] | 5.8% | 14% | -16% | 0% | ? | 8%

Compound activity (PubChem BioAssay)
